MBD2 inh: inhibitors of MBD2 binding to methylated DNA, primary screen, biochemical, TR-FRET, DNA-binding domain, human. Methyl-CpG-binding domain protein 2 (Homo sapiens), Q9UBB5. MBD2 binding to methylated oligonucleotide. inhibition, % at 4.4 µM. actives 0.31% (n = 370,000). AID 686964, 2013; in the data active = inhibition above about 13%
Target sequence (Q9UBB5 whole entry, looked up, the tested form may be a part): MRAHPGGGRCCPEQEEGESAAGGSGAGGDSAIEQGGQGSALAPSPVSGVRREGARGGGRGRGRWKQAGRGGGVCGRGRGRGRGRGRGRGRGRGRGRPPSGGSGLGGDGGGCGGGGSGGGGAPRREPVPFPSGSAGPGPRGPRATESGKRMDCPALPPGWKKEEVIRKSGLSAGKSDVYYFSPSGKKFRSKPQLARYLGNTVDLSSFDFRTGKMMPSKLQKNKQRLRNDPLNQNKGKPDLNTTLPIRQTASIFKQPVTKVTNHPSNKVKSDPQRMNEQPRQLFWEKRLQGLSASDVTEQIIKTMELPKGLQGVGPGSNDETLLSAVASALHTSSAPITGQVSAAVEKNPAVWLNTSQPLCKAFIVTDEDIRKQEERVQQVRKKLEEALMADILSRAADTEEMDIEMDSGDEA
Rev-erbA mod: modulators of Rev-erb alpha DNA binding, primary screen, biochemical, FITC-DNA, fluorescence polarization, uHTS; AID 1259318, 2017; Rev-erbα–FITC-DNA binding, 90 min; activity, % at 10 µM; actives 0.79% (n = 370,000);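 active = activity above about 14%, limit read from the data; passing the limit was not always enough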;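 also: 0% = DMSO wells with 35 nM protein and 100% = DMSO wells with 750 nM protein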
hgDAF-12 ag: H. glycines DAF-12 receptor agonists, primary screen, cell-based, luminescence, HEK293, GAL4 fusion, UAS-luciferase | actives 1.8% (n = 370,000) | HEK293 GAL4-hgDAF12 UAS-luciferase reporter, agonist luminescence; normalized to butyrate control | activation, % at 6.8 µM;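 active = activation above a cutoff set at the mean of all screened compounds plus 3 SD, cut at about 10% in these data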;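 also: 0% = DMSO wells and 100% = sodium butyrate wells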
DAX1 inh-1: DAX1 (NR0B1) inhibitors, primary screen, cell-based, HEK293, Gal4-DAX1, luciferase luminescence. HEK293 Gal4-DAX1 luciferase reporter. inhibition, % at 6.75 µM. actives 0.99% (n = 340,000). AID 504766, 2011;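 active = inhibition above the mean over all tested compounds plus 3 SD, cut at about 4.2% in these data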;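 also: 0% = DAX1-transfected cells with DMSO and 100% = empty-vector control cells with DMSO; inhibition shows as a rise in luminescence from relieved DAX1 repression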
DAX1 inh-2: DAX1 (NR0B1) inhibitors on StAR promoter, primary screen, cell-based, luminescence, SF-1 (NR5A1), full-length DAX-1 | HEK293T StAR-luciferase reporter, SF-1/DAX-1 repression relief | inhibition, % at 6.8 µM | actives 1.1% (n = 370,000) | AID 652010, 2013;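 active = inhibition above the mean over all tested compounds plus 3 SD, cut at about 3.6% in these data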;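 also: 0% = DAX-1 cells with DMSO and 100% = cells lacking DAX-1 with DMSO; higher inhibition means more luminescence from relief of DAX-1 repression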
ssDAF-12 act: S. stercoralis DAF-12 nuclear receptor activators, primary screen, cell-based, luminescence, HEK293, GRIP1 co-expression, lit1-tk-luc; Nuclear hormone receptor DAF-12 (Strongyloides stercoralis); HEK293 ssDAF-12/GRIP1 lit1-tk-luc reporter; % of 3 µM dafachronic acid response; activation, % at 6.8 µM; actives 1% (n = 370,000);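 active = activation above the mean over all tested compounds plus 3 SD, cut at about 0.9% in these data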;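 also: 0% = DMSO-only wells and 100% = 3 µM delta7-dafachronic acid wells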
SMARCA2 activ: SMARCA2 (BRM) function activators, primary screen, cell-based, luminescence, high throughput. actives 1% (n = 370,000). MG213 cells, MMTV-luciferase reporter, dexamethasone, overnight. activation, % at 9.1 µM; in the data active = activation above about 7.8%;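 also: 0% = vehicle wells and 100% = reference activator wells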
PLCb3 inh: human PLC-beta3 inhibitors, primary screen, biochemical, fluorescence | Purified PLC-beta3, fluorogenic substrate | inhibition, % at 12.2 µM | actives 0.18% (n = 370,000) | AID 720704, 2013; in the data active = inhibition above about 11%;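 also: 0% = median of compound wells on plate and 100% = full blocker control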
PLCg1 inh: PLC-gamma1 enzyme inhibitors, primary screen, biochemical, fluorescence, purified enzyme | inhibition, % at 12.2 µM | actives 0.84% (n = 370,000) | fluorogenic substrate; in the data active = inhibition above about 9.5%
ADAM17 inh: ADAM17 inhibitors, primary screen, biochemical, QFRET | Disintegrin and metalloproteinase domain-containing protein 17 (Homo sapiens), P78536 | recombinant ADAM17, EDANS/DABCYL FRET peptide cleavage | inhibition, % at 6.95 µM | actives 0.83% (n = 370,000) | AID 720648, 2013;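 active = inhibition above the mean of compounds lying between control limits plus 3 SD, set per campaign, cut at about 8.5% in these data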;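 also: 0% = DMSO-only wells as the low control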
Target sequence (P78536 215-824 limits assumed): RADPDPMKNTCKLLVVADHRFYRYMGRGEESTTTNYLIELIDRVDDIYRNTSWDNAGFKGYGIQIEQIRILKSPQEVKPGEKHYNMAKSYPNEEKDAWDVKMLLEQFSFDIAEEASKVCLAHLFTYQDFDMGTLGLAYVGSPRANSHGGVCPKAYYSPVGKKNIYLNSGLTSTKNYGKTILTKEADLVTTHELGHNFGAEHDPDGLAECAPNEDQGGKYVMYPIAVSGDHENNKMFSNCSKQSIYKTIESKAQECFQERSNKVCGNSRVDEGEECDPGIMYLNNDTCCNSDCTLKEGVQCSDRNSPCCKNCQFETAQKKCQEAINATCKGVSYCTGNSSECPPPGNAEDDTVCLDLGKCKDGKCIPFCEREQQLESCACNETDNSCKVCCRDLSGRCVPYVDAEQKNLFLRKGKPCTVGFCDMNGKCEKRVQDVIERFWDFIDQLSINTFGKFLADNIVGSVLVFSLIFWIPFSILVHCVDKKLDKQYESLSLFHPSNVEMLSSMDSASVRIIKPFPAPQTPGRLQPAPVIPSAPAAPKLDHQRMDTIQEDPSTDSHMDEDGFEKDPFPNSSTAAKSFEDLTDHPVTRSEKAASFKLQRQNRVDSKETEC
hcDAF-12 act: H. contortus DAF-12 nuclear receptor activators, primary screen, cell-based, luminescence, HEK293, lit1-tk-luc reporter; HEK293 hcDAF-12 lit1-tk-luc reporter; 0% DMSO, 100% Δ7-dafachronic acid; actives 1.4% (n = 370,000); activation, % at 6.8 µM;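 active = activation above the mean of all tested compounds plus 3 SD, cut at about 5.5% in these data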;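 also: 100% = response to 3 µM Δ7-dafachronic acid high control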
Active calls of the source: *; . = not tested or not shown. Random draw from the library. About 7.4% of those tested had a hit in this group.

#	canonical_smiles	MBD2 inh	PLCb3 inh	SMARCA2 activ	DAX1 inh-1	DAX1 inh-2	ssDAF-12 act	hgDAF-12 ag	hcDAF-12 act	ADAM17 inh	PLCg1 inh	Rev-erbA mod
1	CC1CCN(c2c3c(nc4ncnn24)CCCC3)CC1	2	-4	-4	.	-1.6	-1.2	4.3	-2.9	1	-2	7
2	O=C(CSc1nnc(C2CC2)n1C1CC1)Nc1cccc(Br)c1	8	-1	-3	-0.2	-1.3	-1.4	-1.5	-1.8	-4	2	1
3	CCn1nc(NC(=O)c2ccccc2)c2cc3cccc(C)c3nc21	2	-306	-3	-0.5	0.0	-1.8	-1.1	-1.7	-76	-213	8
4	CCOC(=O)N1CCN(c2nc(-c3ccccc3)c3cc(C)ccc3n2)CC1	-3	-240	2	-0.3	-0.1	-1.1	1.9	-0.2	-51	-173	16
5	CCOC(=O)c1cc(-c2ccccc2)nn1CC1CC(c2cccnc2)=NO1 (stereo not drawn)	0	4	0	1.4	-0.3	-1.2	0.7	-1.6	-3	-2	4
6	CCOc1ccccc1CN1CCN(CC2=Cc3cc(OC)ccc3OC2)CC1CCO (stereo not drawn)	0	-11	-2	2.9	0.0	-1.3	1.1	-0.9	-7	-2	-2
7	Cc1cccc(N2CCN(Cc3nc(CC4CC4)no3)CC2)n1	4	-3	1	-0.7	-1.1	-1.0	-4.5	2.6	-3	2	1
8	Cc1ccnn1CC(=O)N/N=C/c1ccco1	0	0	0	0.2	0.1	-1.3	2.1	-0.1	-2	-2	-4
9	CCc1ccccc1NC(=O)CCc1nc(-c2cccs2)no1	-2	2	1	1.7	0.1	-1.3	-0.4	0.3	-1	1	-2
10	O=C(COC(=O)c1ccc2ccccc2n1)c1ccc(F)cc1	-3	-3	-4	-0.2	1.1	-0.3	0.7	1.5	1	4	-1
11	Cc1ccsc1/C=N/NC(=O)CC(=O)NCC(C)C	-2	2	-2	-0.1	0.4	-1.8	-0.5	1.8	1	-2	-1
12	CC(C)Oc1ccc(CSC(=N)N)cc1	1	1	-4	1.4	0.4	-0.7	3.5	0.6	-6	-1	1
13	Cc1nnc(NC(=O)c2ccc(Br)cc2)s1	-2	4	8	0.7	-0.2	-0.6	0.8	0.3	1	1	5
14	O=C(Cn1ncc(Cl)c(Cl)c1=O)N1CCc2ccccc21	0	-3	-11	-2.5	-2.7	-1.0	5.8	1.3	0	1	0
15	Cc1cccc(C)c1-n1nnnc1C(c1ccnc2ccccc12)N1CCN(C(=O)OC(C)(C)C)CC1 (stereo not drawn)	-2	-4	-6	.	1.1	-0.1	0.4	-0.8	2	-1	-7
16	CCc1nc2ccc(C(=O)Nc3ccc(OC)c(OC)c3)cn2c1N(C)C(=O)c1cccc(OC)c1	-7	-3	1	.	-1.1	-0.4	-3.2	-1.2	0	-1	-5
17	Cc1ccnc(NC(=O)c2ccc(S(=O)(=O)NCc3ccco3)cc2)c1	-5	-2	-2	0.7	1.5	-1.5	1.5	0.6	3	-4	-3
18	C[C@@H](CN=[N+]=[N-])CN1CC[C@H](NC(=O)OCc2ccccc2)CCC1=O	-2	2	0	-0.1	-0.4	-1.1	-2.2	-2.6	0	0	4
19	CC(C)(C)c1ccccc1NC(=S)NC1CCCC1	-2	-6	1	1.1	1.8	-1.3	1.9	-1.6	-6	-2	7
20	COc1ccc(CNC(=O)c2cccc(NC(=O)CC3SC(N4CCCCC4)=NC3=O)c2)cc1 (stereo not drawn)	3	1	2	1.5	-1.0	-1.3	-1.8	-1.3	-1	0	1
21	COC(=O)c1ccc(C2c3[nH]c4ccccc4c3C[C@H]3C(=O)N(C4CCN(Cc5ccccc5)CC4)CC(=O)N23)cc1 (stereo partly drawn)	4	-6	2	1.0	-0.5	-1.0	-0.6	-0.3	2	1	3
22	CCOc1ccc(CC(=O)NC2CCN(Cc3ccccc3)CC2)cc1	2	-6	-3	-1.1	-0.6	-1.6	-0.1	-0.4	-2	1	2
23	CC(=O)c1ccc(N(CC(=O)NC2CCCC2)C(=O)CCC(=O)Nc2cc(C)on2)cc1	8	-10	-1	2.2	-0.1	-1.1	-3.3	-0.8	-5	8	-4
24	O=C(NCc1ccccn1)[C@@H]1CCCN1C(=O)[C@@H]1CCCN1C(=O)c1cccc2ccccc12	8	1	-2	.	-0.8	-0.8	-2.6	0.7	-10	5	-1
25	N=C(N)n1ncc2c1CCCC2=O	7	-6	-1	.	-0.9	-1.0	2.0	1.5	-6	-8	6

From compound 1 as far as 2, as listed above:
#	canonical_smiles	MBD2 inh	PLCb3 inh	SMARCA2 activ	DAX1 inh-1	DAX1 inh-2	ssDAF-12 act	hgDAF-12 ag	hcDAF-12 act	ADAM17 inh	PLCg1 inh	Rev-erbA mod
1	CC1CCN(c2c3c(nc4ncnn24)CCCC3)CC1	2	-4	-4	.	-1.6	-1.2	4.3	-2.9	1	-2	7
2	O=C(CSc1nnc(C2CC2)n1C1CC1)Nc1cccc(Br)c1	8	-1	-3	-0.2	-1.3	-1.4	-1.5	-1.8	-4	2	1

Following part.
#	canonical_smiles	MBD2 inh	PLCb3 inh	SMARCA2 activ	DAX1 inh-1	DAX1 inh-2	ssDAF-12 act	hgDAF-12 ag	hcDAF-12 act	ADAM17 inh	PLCg1 inh	Rev-erbA mod
26	CC1=NN(c2ccc(S(=O)(=O)O)cc2Cl)C(=O)C1	-5	1	-1	-0.3	0.5	-2.0	-1.2	-1.3	2	2	0
27	CC(C)(C)C(=O)OC12CCCN(C1)/C(=C/c1ccccc1)C2 (stereo not drawn)	-2	2	-5	.	0.9	-1.1	5.7	-1.2	2	3	6
28	Cc1ccc(-n2c(SCc3ccc(C(=O)O)cc3)nnc2-c2ccncc2)cc1	2	-5	-1	0.2	-0.1	-1.1	2.5	2.0	-4	-1	-2
29	CCOC(=O)C1CCN(C(=S)Nc2ccc(Cl)cc2C)CC1	0	4	1	-1.6	-0.1	-1.0	-1.2	0.4	2	-1	7
30	CCCOc1ccc2[nH]cc(C(=O)O)c(=O)c2c1	3	-6	-3	0.1	-0.3	-1.1	-0.8	-1.3	0	-4	-5
31	O=C(Nc1cccc(S(=O)(=O)NCc2ccco2)c1)c1cc(-c2ccccc2)nc2ccccc12	-1	-8	0	-2.0	-1.9	-2.1	-5.0	-3.9	10*	1	2
32	COC(=O)C1CN(CCc2ccccc2)CCS(=O)(=O)N1Cc1ccc(C)cc1 (stereo not drawn)	4	2	-2	.	-0.9	-1.0	0.9	-1.6	0	-1	-8
33	Cc1nn2c(CN(C(=O)c3ccco3)c3ccccc3)nnc2c2ccccc12	-4	2	-1	0.5	0.4	-1.0	0.6	4.6	3	2	-1
34	Cc1cc(C)c2c(=O)[nH]c(SCC(=O)Nc3ccc(N(C)C)cc3)nc2n1	-1	-3	-1	-0.2	-1.0	0.0	-0.6	0.5	0	3	-30
35	CCc1ccc(C2=C/C(=C/c3cccnc3)C(=O)O2)cc1	-6	-22	-3	1.1	-0.1	-0.8	-1.3	-0.7	-7	-16	1
36	CC(=O)Nc1cncc(-c2cccc(C(=O)N(C)C)c2)n1	0	2	2	.	-0.8	-0.9	-1.6	0.0	-4	-1	4
37	O=c1c2ccc(Cl)cc2[nH]c(=S)n1CCC1=CCCCC1	3	3	3	0.0	-0.8	-1.9	-0.8	0.0	0	5	10
38	COc1cccc(CNC(=O)c2cc(C)nc3ccccc23)c1	8	-17	-6	1.6	-0.3	-0.2	-0.8	3.7	-14	-6	1
39	COc1ccc(C(C)=O)cc1CC1(C)C(=O)Nc2ccc(OC(F)(F)F)cc21 (stereo not drawn)	0	3	-2	.	-0.4	-0.5	0.3	-1.6	0	0	7
40	Cc1c(C(=O)N2CC(C)OC(C)C2)[nH]c2ccc(Br)cc12 (stereo not drawn)	-6	1	2	-0.5	0.1	0.0	0.9	1.9	3	3	1
41	Cc1cc(Oc2cccnc2)ccc1NC(=O)CCc1c[nH]c2ccccc12	3	-8	-3	.	-0.9	-0.9	-2.3	3.3	-8	-3	4
42	CSc1ccc(/C=C(\C#N)C(=O)NC2CCCCC2)cc1	-1	0	-2	0.0	-0.1	-0.7	3.0	1.9	-1	0	1
43	O=C(CNc1cc(S(=O)(=O)N2CCOCC2)ccc1N1CCOCC1)Nc1cccc(C(F)(F)F)c1	-2	2	-3	0.4	0.4	-1.4	-1.1	-1.0	1	1	1
44	CN=C(C)/C(C(=O)OC)=C(/O)c1ccccc1F	-4	-1	2	1.7	-0.2	-0.8	-1.5	-1.5	0	4	0
45	COc1ccccc1NC(=S)N1CCN(c2ccccn2)CC1	4	0	1	-0.9	-0.4	-1.1	1.3	-1.0	-1	0	-3
46	CCN1CCN(C(=O)c2nn(-c3ccc(C)cc3)c(=O)c3c2c2ccccc2n3C)CC1	1	-26	4	-0.3	0.8	-0.2	3.4	3.9	-10	-18	0
47	O=C1CCC/C(=N\NC(=O)c2ccc(NS(=O)(=O)c3ccc(Br)cc3)cc2)C1	-3	-109	0	2.5	-0.3	-1.4	2.8	0.9	-17	-107	0
48	COc1ccc(C(=O)Oc2cc(/C=N/NC(N)=S)ccc2OC)cc1	-6	3	0	-0.3	-0.9	-1.8	-1.4	0.4	3	5	0
49	Cc1nc2cc(NCc3ccc(Cl)cc3)ccc2n1C	0	-95	6	4.7*	3.6	1.6*	14*	4.2	-5	-75	-5
50	O=c1c2cc(NC(=S)N3CCCCCC3)ccc2nc2n1CCCCC2	0	-11	1	-1.4	-1.2	-2.2	2.6	-2.7	-10	-3	-5
51	COc1ccc(OC)c(NC(=O)c2sc3nc(Cc4ccccc4)cc(C(F)(F)F)c3c2N)c1	2	-3	-2	0.3	0.4	-0.6	-1.7	-0.1	0	-1	82*
52	COc1ccccc1-n1c(SCC(=O)Nc2ccc(Cl)cc2)nc(O)c(Cc2ccccc2)c1=O	5	-7	-3	1.1	-2.8	-0.2	1.2	0.3	1	-1	-1
53	CC1(c2ccc3c(c2)OCCO3)NC(=O)N(CC(=O)Nc2ccccc2F)C1=O (stereo not drawn)	0	-6	1	0.7	-0.2	-0.5	-0.5	-1.1	-2	-3	1
54	Cc1ccc(C(=O)NC(=S)NCCCN2CCOCC2)cc1	-6	2	4	4.1	0.3	-1.0	1.8	-0.2	-1	1	3
55	CCOC(=O)n1c(SCC(N)=O)nc2ccccc21	2	-1	-2	0.3	-0.2	-1.3	0.4	-2.3	-6	0	8
56	Cc1cc(Cl)ccc1NC(=O)C1CCCN1C(=O)c1cccs1 (stereo not drawn)	4	2	-1	-0.5	-0.6	-1.3	0.1	-2.1	-4	-5	3

Assay outcomes (PubChem)
